Salmonella PhoP GFP: Inhibition of PhoP regulon, Salmonella typhi GFP reporter cells, confirmation, 4 h (AID 1850); Salmonella Typhi PhoP-promoter GFP reporter, fluorescence, 4 h; higher % means a stronger effect; inhibition, % at 50 µM, or IC50 in µM where a hit was titrated; hit rate 0.33% among 310,000; in the data active = a potency from the dose series; inconclusive = inhibition mostly from about 25% at the one dose, without a potency; inactive = the rest, 99 in 100 with inhibition below about 19%;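 note: 0% = induced wells with vehicle and 100% = uninduced wells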
H1N1 NS1A inhibition: NS1A inhibition, H1N1 influenza, cell based functional assay (AID 504329) | NS1A functional cell-based assay, percent inhibition; higher % means a stronger effect | inhibition, % at 12.5 µM; hits with a dose series show IC50 in µM | hit rate 0.3% among 340,000; in the data active = a potency from the dose series; inconclusive = inhibition above about 27% without an active follow-up result; note: strong numbers were not always called active
VEEV TC-83 Vero: inhibitors of VEEV TC-83 cytopathic effect, confirmation, Vero cells (AID 588727); Vero cells, VEEV TC-83 cytopathic effect inhibition; higher % means a stronger effect; inhibition, % at 20 µM, or IC50 in µM where a hit was titrated; hit rate 0.13% among 350,000; in the data active = a potency from the dose series; inconclusive = inhibition mostly from about 14% at the one dose, without a potency; inactive = the rest, 99 in 100 with inhibition below about 12%; note: strong numbers were not always called active
tuberculosis growth: growth inhibition of non-replicating M. tuberculosis (AID 488890) | hit rate 0.39% among 320,000 | one-dose inhibition, % at 25 µM; IC50 in µM for titrated hits | Mycobacterium tuberculosis non-replicating, growth inhibition; higher % means a stronger effect; in the data active = a potency from the dose series; inconclusive = inhibition mostly from about 82% at the one dose, without a potency; inactive = the rest, 99 in 100 with inhibition below about 76%;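 note: plate controls were DMSO cells for no effect and high antibiotic wells for full effect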
H37Rv inhibition: M. tuberculosis growth inhibition, HTS (AID 449762); hit rate 0.59% among 330,000; inhibition, % at 25 µM, or IC50 in µM where a hit was titrated; M. tuberculosis H37Rv growth inhibition, 7H9 media; higher % means a stronger effect; in the data active = a potency from the dose series; inconclusive = inhibition above about 70% without an active follow-up result;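 note: bacterial growth assessed after seven days of incubation; strong numbers were not always called active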
VEEV TC-83 Vero 10K pilot screen: second read-out of VEEV TC-83 Vero, no call of its own (marks repeat the call); inhibition, %; measured here: 10K pilot screen inhibition
The depositor's hits bear a star; i = inactive; u = inconclusive; x = no result given.

SMILES	Salmonella PhoP GFP	H1N1 NS1A inhibition	VEEV TC-83 Vero	tuberculosis growth	H37Rv inhibition	others
COc1cc([N+](=O)[O-])ccc1NC(=S)NC(=O)CC(C)(C)C	0%	-6%	0.4%	27%	4%
CCOc1ccc(C(=O)CCC(=O)NCC(=O)OCc2ccccc2)cc1OCC	8%	3%	i	23%	2%
O=C1c2ccccc2C(=O)N1CCCCCCc1ccccc1	x	1%	i	28%	0%
Cn1c(N)c(C(=O)COC(=O)c2cc(C(F)(F)F)nc3ccccc23)c(=O)n(Cc2ccccc2)c1=O	-9%	x	x	39%	66%
CCCC(=O)Nc1nc2n(n1)C(c1ccccc1)CC(=O)N2 (configuration not stated)	6%	-16%	0.8%	6%	3%
CCC1(CC)NC(=O)N(CC(=O)OCC(=O)Nc2ccccc2OC(F)F)C1=O	x	-10%	3.4%	-6%	-5%
COC(=O)C1C2CC[C@@H](CC1OC(=O)c1ccccc1)N2 (some centres not stated)	x	2%	0.9%	6%	-9%
CCOC(=O)CSc1nc(-c2ccccc2)cc(C(F)(F)F)n1	-7%	-14%	0.2%	70%	u
O=c1[nH]c(C2CCCN(S(=O)(=O)c3ccccc3)C2)nc2c1nnn2Cc1ccc2c(c1)OCCO2 (configuration not stated)	-3%	7%	8.7%	37%	2%
CCOC(=O)c1c(/N=C/N(C)C)sc(/C=N/Nc2ccccc2)c1-c1ccc(Cl)cc1	1%	-9%	1.9%	25%	69%	VEEV TC-83 Vero 10K pilot screen=5.4
C=CCN(Cc1ccc(Cl)s1)C(=O)c1ccc(F)c(S(=O)(=O)N2CCOCC2)c1	x	3%	1.5%	24%	-9%
CCn1c(C)[n+](CC)c2ccc(S(=O)(=O)N(C)C)cc21	0%	1%	0.5%	13%	-7%
CCN(C(=O)COC(=O)/C=C/c1ccc(Cl)c(Cl)c1)c1c(N)n(Cc2ccccc2)c(=O)[nH]c1=O	x	-2%	9.2%	x	x
COc1ccc(/C=N/NC(N)=S)cc1	7%	11%	i	u	57%
O=C(c1ccc(Cl)c(S(=O)(=O)N2CCOCC2)c1)N1CCc2ccccc2C1	x	5%	i	22%	5%
COc1c(C)cc(Br)cc1C(=O)O	-2%	-8%	2.5%	5%	-1%
Cc1c(C#N)c(O)n(C)c(=O)c1N=Nc1ccc(S(N)(=O)=O)cc1	x	5%	3.2%	x	x
CCOC(=O)C1CCN(C(=O)CN(Cc2ccccc2)S(C)(=O)=O)CC1	-5%	-7%	i	-1%	-4%
O=C(NCCC1=CCCCC1)c1ccc(Cl)c(S(=O)(=O)N2CCCCC2)c1	-6%	-7%	2.0%	18%	-18%
O=C1[C@H](Cc2ccccc2)NCC=CC[C@H](c2ccc(Cl)cc2)N1Cc1ccc(Cl)cc1	x	5%	0.6%	x	x
CCOC(=O)C1Nc2ccc(C(F)(F)F)cc2C2c3ccccc3CC12 (configuration not stated)	11%	4%	0.2%	10%	64%
c1ccc(Cn2c(SCc3cn4cccnc4n3)nnc2-c2ccco2)cc1	-6%	-18%	i	-9%	-11%
Cc1ccc(S(=O)(=O)Oc2ccc(/C=N/NC(=O)c3nn(C)cc3Cl)cc2)cc1	-5%	-2%	1.1%	5%	-7%
Cc1ccc(S(C)(=O)=NC(=O)NC(=O)c2c(F)cccc2Cl)cc1 (configuration not stated)	4%	-2%	0.9%	-3%	2%
Cc1ccc(Nc2nc(/N=C/NO)n[nH]2)cc1C	-4%	-6%	1.8%	-20%	0%
SMILES	Salmonella PhoP GFP	H1N1 NS1A inhibition	VEEV TC-83 Vero	tuberculosis growth	H37Rv inhibition	others
Cc1ccc(C(=O)n2nc(C#N)c(C#N)c2N)cc1	4%	-1%	i	0%	-2%
CCN1C(=S)N[C@@H](CCc2ccccc2)C(C(=O)OC)=C1C	12%	-9%	0.7%	16%	-6%	VEEV TC-83 Vero 10K pilot screen=1.7
COc1ccc(C(=O)NCCc2nnc3ccc(SCC(=O)NCc4ccc(F)cc4)nn23)cc1	0%	14%	0.8%	-7%	0%
C=CCN(c1nc(C)cc(OC)n1)S(=O)(=O)c1ccc(C)cc1	0%	-3%	i	5%	5%
O=C(NCCCN=C1NS(=O)(=O)c2ccccc21)c1ccco1	-10%	-2%	0.4%	-12%	-3%
NS(=O)(=O)c1ccc(CCNC(=O)CSc2nc3ccsc3c(=O)n2CC(=O)O)cc1	-7%	-1%	0.9%	-10%	0%
COC(=O)c1ccc(OCCCCN2CC(C)OC(C)C2)cc1 (configuration not stated)	-11%	-2%	0.8%	11%	9%
O=C(NCc1ccc2c(c1)OCO2)C1CCCN1S(=O)(=O)c1ccc(Cl)cc1 (configuration not stated)	-5%	-16%	0.1%	15%	0%
CC1CCN(C(=O)CN2C(=O)NC3(CCC(C)CC3)C2=O)CC1 (configuration not stated)	x	-16%	1.2%	12%	-6%
CCOC(=O)CNC(=O)CSc1nc2c(C)cccc2cc1CC	3%	x	1.5%	10%	50%
COc1ccccc1NC(=O)/C=C/c1ccc2c(c1)OCO2	1%	11%	11%	13%	10%
CC(C)Nc1nc(Oc2cccc(Cl)c2Cl)cc(C(F)(F)F)n1	-2%	7%	i	-2%	1%
CCN1C(=O)[C@H]2[C@@H](c3ccc(-c4ccc5c(c4)OCO5)cc3)N3CCC[C@@]3(C(=O)OC)[C@H]2C1=O	3%	11%	8.2%	7%	1%
CCOC(=O)C(CCCCCCP(=O)(c1ccccc1)c1ccccc1)NC(C)=O (configuration not stated)	3%	-19%	2.1%	22%	-3%
NC(=O)c1ccc(Br)c(S(=O)(=O)N2CCCCC2)c1	-3%	5%	0.7%	-7%	-4%	VEEV TC-83 Vero 10K pilot screen=0.7
Nc1ccc2oc(-c3cccs3)nc2c1	-1%	1%	6.4%	16%	91%
CC(NC(=O)CN1C(=O)COc2ccccc21)c1ccccc1 (configuration not stated)	5%	-1%	0.5%	3%	-4%
O=C(Cc1ccc(Cl)cc1)N1CCN(c2ccc(F)cc2)CC1	-12%	-1%	0.1%	60%	9%
COc1cccc(C(=O)CSc2nnc(COc3cccc4cccnc34)o2)c1	-8%	9%	6.5%	22%	6%
CCOC(=O)N1CCN(c2c(N3CCc4ccccc4C3)c(=O)c2=O)CC1	-16%	0%	0.9%	x	-2%
CCn1ncc(/C=C/C(=O)c2ccccc2)c1C	-3%	-3%	0.1%	16%	-4%
COC(=O)c1cc(C(=O)NCCC(C)C)cc([N+](=O)[O-])c1	-5%	-5%	0.0%	-15%	1%
COc1ccc(C(=O)NCCN2CCCC2)cc1OC	-7%	1%	1.3%	14%	6%
Cc1ccc(S(=O)(=O)N2CCN(C(=O)c3cc(S(=O)(=O)N4CCOCC4)ccc3F)CC2)cc1	x	-5%	0.2%	x	x
COc1ccc2nc3c(nc2c1)CCCC3	10%	-2%	1.2%	7%	2%

4 consecutive compounds out of the list so far:
SMILES	Salmonella PhoP GFP	H1N1 NS1A inhibition	VEEV TC-83 Vero	tuberculosis growth	H37Rv inhibition	others
COC(=O)c1cc(C(=O)NCCC(C)C)cc([N+](=O)[O-])c1	-5%	-5%	0.0%	-15%	1%
COc1ccc(C(=O)NCCN2CCCC2)cc1OC	-7%	1%	1.3%	14%	6%
Cc1ccc(S(=O)(=O)N2CCN(C(=O)c3cc(S(=O)(=O)N4CCOCC4)ccc3F)CC2)cc1	x	-5%	0.2%	x	x
COc1ccc2nc3c(nc2c1)CCCC3	10%	-2%	1.2%	7%	2%

Back to the main list, repeating the two entries before the break.
SMILES	Salmonella PhoP GFP	H1N1 NS1A inhibition	VEEV TC-83 Vero	tuberculosis growth	H37Rv inhibition	others
Cc1ccc(S(=O)(=O)N2CCN(C(=O)c3cc(S(=O)(=O)N4CCOCC4)ccc3F)CC2)cc1	x	-5%	0.2%	x	x
COc1ccc2nc3c(nc2c1)CCCC3	10%	-2%	1.2%	7%	2%
O=C(NCCc1ccc(Cl)cc1)C1CCC(=O)N(C2CCCCCC2)C1 (configuration not stated)	6%	-3%	i	7%	0%
CCCn1c(SCC(=O)Nc2nccs2)nnc1-c1cccnc1	-11%	5%	i	10%	3%
O=C(NC1CCS(=O)(=O)C1)c1ccc(-c2ccc(Br)cc2)o1 (configuration not stated)	-6%	3%	1.3%	20%	0%
Cc1c(Cc2ccccc2)c(NCCCO)n2c(nc3ccccc32)c1C#N	-1%	x	7.5%	68%	u
CSc1ccccc1C(=O)Nc1nc2ccccc2c(=O)[nH]1	-6%	-1%	8.2%	-3%	3%
CCCc1c(C(=O)O)cnn1-c1ccc(Cl)cc1	3%	6%	1.8%	0%	15%
COC(=O)c1c(/N=C/N(C)C)sc2c1CCN(c1ncc(C(F)(F)F)cc1Cl)C2	2%	-18%	4.5%	12%	4%
CC(=O)Nc1cccc(Oc2ccc([N+](=O)[O-])cc2Cl)c1	-7%	-8%	i	8%	0%
CNC(=S)N(Cc1cc2cc(C)ccc2n2nnnc12)CC(C)(C)CN(C)C	4%	-5%	0.5%	-1%	-2%
O=C(/C=C/c1ccco1)Nc1ccccc1N1CCOCC1	-8%	18%	0.4%	73%	-3%
CC(CN1CCCCC1)C(=O)NNC(=O)C12CC3CC(CC(C3)C1)C2 (configuration not stated)	4%	1%	0.1%	-2%	4%
S=C(Nc1ccc2nsnc2c1)N1CCCCCC1	3%	-17%	5.0%	31%	12%
O=C(O)C1C2C=CC(C2)C1C(=O)NCc1ccc2c(c1)OCO2 (configuration not stated)	13%	-8%	0.5%	-2%	-4%
COc1ccc(CCNCC(=O)Nc2ccc(C(=O)N3CCCCC3)cc2)cc1	4%	2%	i	5%	-5%
Cc1cc(C)nc(SC/C=C/c2ccccc2)n1	11%	-5%	0.8%	22%	-1%
CCOc1ccccc1C(=O)Nc1ccc(S(=O)(=O)Nc2cc(OC)nc(OC)n2)cc1	-4%	2%	2.5%	10%	0%
COc1cc(C(=O)Nc2cccc(C)c2C)ccc1OCC(=O)N1CCOCC1	x	-14%	i	-11%	-6%
O=[N+]([O-])c1ccc(Cl)c(S(=O)(=O)NCC2CCCO2)c1 (configuration not stated)	-1%	-4%	1.1%	-5%	-5%
Nc1sc2c([n+]1CCCS(=O)(=O)[O-])CCCC2	-3%	-2%	i	12%	7%
O=C(OCC(=O)N1CCCC1=O)C1CCN(S(=O)(=O)c2c(Cl)cccc2Cl)CC1	-2%	21%	0.7%	13%	-21%
CN(Cc1ccccc1)C1CC(=O)N(c2ccc(C(=O)O)cc2)C1=O (configuration not stated)	-6%	-5%	i	-3%	-6%
COc1ccc(C2NC(=O)N(C)C(C)=C2[N+](=O)[O-])cc1 (configuration not stated)	-4%	-1%	0.4%	9%	0%
O=C(CN(C(=O)CCC(=O)Nc1nccs1)c1cccc(F)c1)NCC1CCCO1 (configuration not stated)	-1%	-4%	6.7%	-4%	-4%
Cc1cc(NC(=O)CN2CCCCCCC2)no1	-5%	9%	0.3%	-12%	16%
CC1(c2nnc(Cc3ccccc3)o2)CC(c2cccc([N+](=O)[O-])c2)=NO1 (configuration not stated)	-2%	6%	0.5%	14%	-1%
SMILES	Salmonella PhoP GFP	H1N1 NS1A inhibition	VEEV TC-83 Vero	tuberculosis growth	H37Rv inhibition	others
COc1ccc(CCNC(=O)CN(C)S(=O)(=O)c2ccc3c(c2)CCC(=O)N3)cc1OC	x	-5%	0.3%	10%	2%
CN(Cc1nc(-c2cccnc2)no1)S(=O)(=O)c1ccc(Br)cc1	-6%	6%	3.4%	3%	2%
Clc1ccc2nc(CN3CCCCC3)cn2c1	10%	-8%	0.1%	-9%	-11%
Cc1ccc(NC(=O)Nc2c(C)n(C)n(-c3ccccc3)c2=O)cc1C	-16%	-9%	1.2%	-5%	-1%
CCOc1ccc2cc(S(=O)(=O)N3CCN(C)CC3)ccc2c1	-2%	-14%	i	1%	22%
COc1ccc(CNC(=O)c2c(O)c3ccccc3n(C)c2=O)cc1OC	-2%	-12%	8.0%	-5%	-7%
CCC(=O)Nc1sc2c(c1C(N)=O)CCN(Cc1ccccc1)C2	5%	1%	4.2%	16%	-5%
CCC1CCCCN1S(=O)(=O)c1ccc(S(=O)(=O)N(Cc2cccs2)C2CC2)cc1 (configuration not stated)	11%	-1%	i	25%	-6%
O=C(Nn1cnnc1)c1cc(Cl)ccc1Cl	-9%	-5%	0.1%	-17%	-4%
O=C(CN1C(=O)C2CCc3[nH]c4ccccc4c3C2C1=O)N1CCCC1 (configuration not stated)	x	-6%	1.1%	x	x
COC(C)(C)c1cc(C(C)(C)C)nc(N)n1	9%	0%	i	3%	2%	VEEV TC-83 Vero 10K pilot screen=0.3
C[C@H](CO)N1C[C@H](C)[C@@H](CN(C)S(=O)(=O)c2ccc(F)cc2)Oc2ccc(NC(=O)Cc3ccccc3)cc2C1=O	x	5%	3.7%	44%	-8%
